# LYPLA1 counter: blocks human lysophospholipase 1, a PME1 counter-screen; O75608; recombinant LYPLA1, FP-Rh probe fluorescence polarization; inhibition, % at 5.9 µM; actives 0.16% (n = 320,000);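 active means inhibition above the mean of all tested compounds plus 3 SD, set per campaign, cut at about 14% in these data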;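 further: inhibitors block serine hydrolase probe labeling of LYPLA1 so polarization falls; 0% = enzyme with DMSO and 100% = wells lacking LYPLA1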
# Target sequence (O75608 whole entry, looked up): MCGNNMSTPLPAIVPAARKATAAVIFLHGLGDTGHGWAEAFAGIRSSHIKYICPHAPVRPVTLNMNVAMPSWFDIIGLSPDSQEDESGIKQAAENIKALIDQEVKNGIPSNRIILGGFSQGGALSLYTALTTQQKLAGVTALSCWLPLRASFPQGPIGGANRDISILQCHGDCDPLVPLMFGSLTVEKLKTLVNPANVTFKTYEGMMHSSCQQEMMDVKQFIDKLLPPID
# PAFAH1B3 FP inh: blocks human PAF acetylhydrolase 1B catalytic subunit 3; Q15102; recombinant PAFAH1B3, FP-rhodamine probe, fluorescence polarization; inhibition, % at 3.39 µM; actives 0.28% (n = 340,000);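 active means inhibition above the screen-wide average of all tested compounds plus 3 SD, cut at about 25% in these data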;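 further: 0% = enzyme with DMSO only and 100% = wells lacking PAFAH1B3 protein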
# PAFAH1B2 FP inh: PAFAH1B2 (human) inhibition. P68402. recombinant PAFAH1B2, FP-rhodamine activity probe, fluorescence polarization. inhibition, % at 3.39 µM. actives 1.2% (n = 340,000). AID 492953;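 active means inhibition above the mean of all tested compounds plus 3 SD, cut at about 24% in these data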;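 further: 0% = enzyme with DMSO and 100% = wells lacking PAFAH1B2; many of its hits are not listed in these tables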
# pPAFAH FP inh: pPAFAH (human) enzyme inhibition. recombinant pPAFAH, FP-rhodamine probe fluorescence polarization. Q13093. AID 463082. actives 1.5% (n = 330,000). inhibition, % at 3.39 µM;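 active means inhibition above the mean inhibition across the screen plus 3 SD, cut at about 25% in these data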;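 further: inhibitors block binding of the rhodamine activity-based probe so polarization drops; 0% = enzyme with DMSO and 100% = wells lacking pPAFAH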
# PME-1 primary: blocks human protein phosphatase methylesterase 1. Q9Y570. recombinant PME-1, FP-Rh probe fluorescence polarization. actives 0.53% (n = 320,000). inhibition, % at 5.9 µM;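 active means inhibition above the campaign mean of all compounds plus 3 SD, cut at about 26% in these data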;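 further: competitive labeling of PME-1 active site by serine hydrolase directed probe; 0% = PME-1 with DMSO and 100% = wells lacking PME-1 enzyme; inhibitors block probe labeling so polarization falls and inhibition rises; many of its hits are not listed in these tables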
# Target sequence (Q9Y570 whole entry, looked up): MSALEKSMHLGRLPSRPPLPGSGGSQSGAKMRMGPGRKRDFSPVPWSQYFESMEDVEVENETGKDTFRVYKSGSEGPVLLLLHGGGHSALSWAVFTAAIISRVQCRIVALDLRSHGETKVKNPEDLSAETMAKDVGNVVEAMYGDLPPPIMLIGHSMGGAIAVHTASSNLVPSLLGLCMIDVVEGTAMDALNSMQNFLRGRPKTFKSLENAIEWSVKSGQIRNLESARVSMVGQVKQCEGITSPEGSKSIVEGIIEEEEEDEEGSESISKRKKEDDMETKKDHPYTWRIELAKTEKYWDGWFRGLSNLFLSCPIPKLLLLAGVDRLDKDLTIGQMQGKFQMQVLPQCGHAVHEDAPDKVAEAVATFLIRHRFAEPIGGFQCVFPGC
# PAFAH2 FP inh: inhibitors of human PAFAH2. AID 492956. recombinant PAFAH2, FP-rhodamine activity probe, fluorescence polarization. inhibition, % at 3.39 µM. Q99487. actives 0.99% (n = 340,000);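 active means inhibition above the mean over all tested compounds plus 3 SD, cut at about 30% in these data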;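 further: inhibitors block probe labeling of enzyme so polarization drops; 0% = enzyme with DMSO and 100% = wells lacking PAFAH2 protein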
# Fam108B counter: blocks mouse Fam108B hydrolase in RBBP9 counter-screen; recombinant Fam108B, FP-Rh probe fluorescence polarization; inhibition, % at 9.51 µM; actives 0.33% (n = 300,000);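 active means inhibition above the screen mean inhibition plus 3 SD, computed separately per campaign, cut at about 18% in these data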;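 further: inhibitors lower polarization as less probe binds the enzyme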
# GSTO1 counter: GSTO1 inhibition, counter-screen for RBBP9 inhibitors; AID 1974; recombinant GSTO1, activity-based probe fluorescence polarization; P78417; inhibition, % at 5.96 µM; actives 1.1% (n = 300,000);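 active means inhibition above the campaign mean inhibition plus 3 SD, cut at about 35% in these data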;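 further: 0% = GSTO1-1 with DMSO and 100% = wells lacking GSTO1-1 enzyme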
# Target sequence (P78417 whole entry, looked up): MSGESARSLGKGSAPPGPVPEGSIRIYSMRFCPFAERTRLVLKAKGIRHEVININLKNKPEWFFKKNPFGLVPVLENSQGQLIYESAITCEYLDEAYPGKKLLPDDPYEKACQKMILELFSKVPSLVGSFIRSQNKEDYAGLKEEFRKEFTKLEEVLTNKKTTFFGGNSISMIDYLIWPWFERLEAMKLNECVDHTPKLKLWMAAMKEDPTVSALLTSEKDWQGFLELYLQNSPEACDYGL
# PAD4 inh: blocks human protein arginine deiminase 4; inhibition, % at 6.36 µM; recombinant PAD4, RCA probe fluorescence polarization; AID 485272; actives 0.41% (n = 330,000); Q9UM07;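 active means percent inhibition above a cutoff equal to the mean of all tested compounds plus 3 SD, cut at about 15% in these data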;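 further: 0% = PAD4 with RCA probe and DMSO and 100% = probe without PAD4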
# Active calls of the source: *; x = not tested or not shown.
Molecule,LYPLA1 counter,PAFAH1B3 FP inh,PAFAH1B2 FP inh,pPAFAH FP inh,PME-1 primary,PAFAH2 FP inh,Fam108B counter,GSTO1 counter,PAD4 inh
C#CCOCCOCCOCCNc1nc(N2CCN(C(=O)[C@H](CCCCN)n3cc([C@@H](N)CC(C)C)nn3)CC2)nc(N2CCN(C(=O)[C@H](Cc3cc4ccccc4[nH]3)n3cc([C@@H](N)Cc4ccc(O)cc4)nn3)CC2)n1,0,5,-5,-7,1,1,1,5,1
CC(C)CC(=O)Nc1nc2ccc(S(=O)(=O)N3CCOCC3)cc2s1,2,3,1,-3,1,-14,3,1,-5
O=C(Nc1ccc2nc(C3CC3)n(Cc3ccc(F)cc3)c(=O)c2c1)c1ccco1,-10,2,-3,-16,-10,-7,-13,-22,-5
O=C(COC(=O)C12CC3CC(CC(C3)C1)C2)Nc1ccc2[nH]c(=O)[nH]c2c1,6,-3,10,1,4,-1,2,11,0
COC(=O)c1sccc1NC(=O)CN(C)NS(=O)(=O)c1ccc(F)cc1,1,4,5,-5,6,-1,-4,0,-2
Cc1ccc(OCCCNCCO)c(Br)c1,2,11,3,-1,-1,4,-2,3,-1
O=C(c1ccc(=O)[nH]n1)N1CCN(S(=O)(=O)c2ccccc2F)CC1,x,3,2,6,x,14,x,x,0
Cc1cccc(C)c1NC1=C(Cl)C(=O)OC1OC(C)C (stereo not drawn),1,2,2,0,5,5,3,-5,3
CC(CC(=O)NC1CCCC1)c1ccccc1 (stereo not drawn),0,6,0,-1,-4,4,-2,-3,-2
CCC(C)(C)N(C(=O)CCC(=O)Nc1cc(C)on1)C(C(=O)NC(C)(C)C)c1ccc(OC)cc1 (stereo not drawn),-1,7,2,3,-4,-11,-4,2,-1

# Given with each value named: part of the list above
Cc1cccc(C)c1NC1=C(Cl)C(=O)OC1OC(C)C (stereo not drawn)
  LYPLA1 counter: 1	PAFAH1B3 FP inh: 2	PAFAH1B2 FP inh: 2	pPAFAH FP inh: 0	PME-1 primary: 5	PAFAH2 FP inh: 5	Fam108B counter: 3	GSTO1 counter: -5	PAD4 inh: 3

CC(CC(=O)NC1CCCC1)c1ccccc1 (stereo not drawn)
  LYPLA1 counter: 0	PAFAH1B3 FP inh: 6	PAFAH1B2 FP inh: 0	pPAFAH FP inh: -1	PME-1 primary: -4	PAFAH2 FP inh: 4	Fam108B counter: -2	GSTO1 counter: -3	PAD4 inh: -2

# (continued)
Molecule,LYPLA1 counter,PAFAH1B3 FP inh,PAFAH1B2 FP inh,pPAFAH FP inh,PME-1 primary,PAFAH2 FP inh,Fam108B counter,GSTO1 counter,PAD4 inh
O=C(CC(=O)Nc1ccc(Cl)cc1Cl)Nc1ccc(Cl)cc1Cl,-3,12,-2,6,-2,3,-2,2,-7
C=C(C)c1cccc(C(C)(C)NC(=O)N2CCN(C)CC2)c1,2,3,6,-6,0,0,0,-7,-2
O=C(Cn1cnc2c(cnn2-c2ccc(F)cc2)c1=O)N1CCN(c2ccccc2F)CC1,-2,8,5,3,-2,11,0,2,-5
OCCCNc1cc(-c2ccccc2)nc2cc(-c3ccc(F)cc3)nn12,-7,5,26*,4,6,-10,2,-11,-5
CC1CC(C)CN(CCCNC(=O)CCNC(=O)Cn2ccc3ccccc3c2=O)C1 (stereo not drawn),-8,7,2,-4,-16,-3,6,-8,-10
Cc1cc(NCc2ccncc2)ccc1Br,-3,2,-3,4,3,4,-4,1,0
COc1cc2c(cc1OC)C(c1ccc(Br)cc1)N(C(=O)c1ccccc1C(=O)O)CC2 (stereo not drawn),0,7,5,6,5,-4,0,3,0
CC(C#N)(NC(=O)CN1CCN(S(=O)(=O)c2ccc(Br)cc2Cl)CC1)C1CC1 (stereo not drawn),1,0,20,5,3,3,x,x,4
COc1ccc(S(=O)(=O)N(C)c2ccc(C(=O)NCc3ccccn3)cc2)cc1,-3,8,4,-4,3,-2,-3,3,-9
N#CCC(=O)Nc1ccc(C(=O)Nc2cccc(S(N)(=O)=O)c2)cc1,-8,-9,-7,5,-7,-13,-7,-14,-3
Cc1cc(NC(=O)COc2ccc(N(C)S(=O)(=O)c3ccccc3)cc2)no1,2,-1,2,-11,1,-1,-2,-2,-4
Oc1ccc2ccccc2c1C=Nc1ccc(N2CCOCC2)cc1,-1,x,x,9,1,x,-1,41*,46*
COc1nnc(-c2ccc(N3CCCCC3)c(NC(C)=O)c2)c2ccccc12,0,12,5,11,-6,4,-1,-4,-4
Nc1c2c(nn1-c1ccccc1)CCC2,-1,5,0,3,-2,2,5,2,-2
COc1ccc(CCNC(=O)CSc2nncn2N)cc1OC,-4,6,-3,1,2,1,-2,-2,3
O=C(Cc1cccs1)N(c1ccccc1)C1C=CS(=O)(=O)C1 (stereo not drawn),-1,0,4,7,3,4,-8,1,-6
CCOC(=O)c1cc(C)sc1NC(=O)c1ccc(Cl)s1,-2,5,-5,2,2,-4,0,-6,1
O=C(Nc1cccnc1)c1ccc(C(=O)Nc2cccnc2)cc1,3,2,-1,1,-2,-7,1,5,-1
Cc1onc(-c2ccccc2Cl)c1C(=O)NCCN1Cc2ccccc2C1=O,-2,-7,2,5,5,-2,2,-4,3
CCOc1ccc(OCC)c(Nc2cc(C)nc3nc(C)nn23)c1,-1,-9,6,3,7,6,2,3,3

# Part of the list above in order of count of non-hydrogen atoms, rising.
Molecule,LYPLA1 counter,PAFAH1B3 FP inh,PAFAH1B2 FP inh,pPAFAH FP inh,PME-1 primary,PAFAH2 FP inh,Fam108B counter,GSTO1 counter,PAD4 inh
Nc1c2c(nn1-c1ccccc1)CCC2,-1,5,0,3,-2,2,5,2,-2
CCOC(=O)c1cc(C)sc1NC(=O)c1ccc(Cl)s1,-2,5,-5,2,2,-4,0,-6,1
O=C(Cc1cccs1)N(c1ccccc1)C1C=CS(=O)(=O)C1 (stereo not drawn),-1,0,4,7,3,4,-8,1,-6
COc1ccc(CCNC(=O)CSc2nncn2N)cc1OC,-4,6,-3,1,2,1,-2,-2,3
CCOc1ccc(OCC)c(Nc2cc(C)nc3nc(C)nn23)c1,-1,-9,6,3,7,6,2,3,3
N#CCC(=O)Nc1ccc(C(=O)Nc2cccc(S(N)(=O)=O)c2)cc1,-8,-9,-7,5,-7,-13,-7,-14,-3
Cc1cc(NC(=O)COc2ccc(N(C)S(=O)(=O)c3ccccc3)cc2)no1,2,-1,2,-11,1,-1,-2,-2,-4
COc1ccc(S(=O)(=O)N(C)c2ccc(C(=O)NCc3ccccn3)cc2)cc1,-3,8,4,-4,3,-2,-3,3,-9
COc1cc2c(cc1OC)C(c1ccc(Br)cc1)N(C(=O)c1ccccc1C(=O)O)CC2 (stereo not drawn),0,7,5,6,5,-4,0,3,0

# (list continues)
Molecule,LYPLA1 counter,PAFAH1B3 FP inh,PAFAH1B2 FP inh,pPAFAH FP inh,PME-1 primary,PAFAH2 FP inh,Fam108B counter,GSTO1 counter,PAD4 inh
O=C(CN1CCCC1)NCC1(c2ccccc2)CCOCC1,2,6,-3,2,3,-3,3,1,1
COC(=O)c1cc(S(=O)(=O)C(C)C)c(S(C)=O)s1 (stereo not drawn),7,12,-1,5,1,4,-3,-5,3
Cc1ccc(-c2nnn(CC(=O)N(CCO)C(C(=O)NC(C)(C)C)c3ccncc3)n2)cc1 (stereo not drawn),0,8,-1,-2,3,-2,-2,6,1
S=c1[nH]nc(-c2ccco2)n1/N=C/C(Cl)=C/c1ccccc1,3,5,5,10,-1,12,5,11,-2
C=CCn1c(SCC(=O)Nc2ncc(Cc3cc(Cl)ccc3Cl)s2)nnc1-c1ccncc1,0,-7,-1,0,1,-2,-5,-2,-7
CNC(=O)COc1coc(CN2CCN(Cc3ccccc3)CC2)cc1=O,3,4,3,8,2,3,1,4,-2
Nc1cc(=O)[nH]c(SCc2cccc3ccccc23)n1,-4,0,5,2,-7,-4,-5,17,2
Cc1cccc(NC(=O)CSc2nnc(CSc3nc(C)cc(C)n3)o2)c1,-1,0,1,1,0,-4,0,6,3
CCc1c(C(=O)c2ccc(Cl)cc2)oc2c(C)c3oc(=O)cc(C)c3cc12,1,x,x,2,2,x,-3,4,3
COc1ccc(CN(Cc2nc3ccccc3c(=O)[nH]2)C(=O)C(C)(C)C)cc1,2,0,3,-3,3,6,5,-1,-1
CN(C(=O)/C=C/c1ccc(F)cc1)C1CCCCC1,-1,x,x,3,-1,x,4,-1,-1
Cc1cc(C)c(C#N)c(SCS(=O)Cc2ccccc2)n1 (stereo not drawn),-1,3,0,6,-2,-2,2,2,-1
CC(=O)c1cccc(N2C(=NC(=O)COc3ccccc3)SC3CS(=O)(=O)CC32)c1 (stereo not drawn),-3,-3,-5,8,7,1,1,-2,-2
CN1CCN(NC(=O)c2c(-c3ccccc3)sc3ccccc23)CC1,x,-12,1,-2,x,-8,x,x,2
COc1ccccc1NC(=O)COC(=O)C12CC3CC(CC(Cl)(C3)C1)C2,0,4,24,-4,-1,1,4,-4,-1
Cn1c(N)c(C(=O)COC(=O)c2ccccc2NCc2ccco2)c(=O)n(C)c1=O,1,2,2,2,-5,3,4,2,-7
COc1ccc(CCNC(=O)CSc2n[nH]c(C)c2[N+](=O)[O-])cc1OC,0,5,2,5,-4,-4,-1,-5,0
Cc1ccc(NC(=O)CN(C)CC(=O)Nc2c(C)cccc2C)c(Br)c1,4,-2,6,4,3,-4,2,3,1
CCOc1ccc(C(C)NC(=O)Nc2ccccc2C(=O)OC)cc1 (stereo not drawn),-8,-8,3,3,3,0,-1,7,-4
Cc1ccc(C(=O)N2CCC3(CC2)Oc2ccc(Cl)cc2C(=O)C32CC(c3ccccc3)=NO2)s1 (stereo not drawn),-4,-11,3,0,-5,-5,-2,-7,2
Cc1cccc(NC(=O)c2ccccc2NC(=O)c2ccccc2)n1,-2,15,3,-2,6,0,8,-3,1
COc1ccc(/C=N/NC(=O)c2ccc(NC(C)=O)cc2)cc1COc1ccc(F)cc1F,-12,-4,-10,3,-27,-11,-23,-9,-8
Cc1nc(C(=O)NC2CCOCC2)sc1C1(C)CC(c2ccccc2)=NO1 (stereo not drawn),3,8,-1,4,1,3,4,3,-3
COc1cc(CCC(=O)OCC(=O)Nc2cccc(S(=O)(=O)N(C)C)c2)cc(OC)c1OC,-2,14,5,-2,0,8,1,2,-3
CCOc1ccc(CCNC(=O)CCCn2c(=O)c3cccn3c3cccnc32)cc1OCC,-3,12,1,5,1,-4,3,9,-6
Cc1ccc(-c2nn(CC(=O)NCCN3CCOCC3)c(=O)c3ccccc23)cc1,1,13,2,4,1,-2,4,-4,-4
CC(C)CC(c1nnnn1Cc1ccccc1)N1CCN(C(=O)c2ccco2)CC1 (stereo not drawn),0,5,1,-2,-1,0,-2,3,0
Cc1csc(SCC(=O)Nc2sccc2C#N)n1,-3,-8,1,11,1,-10,-1,15,-6
CC(=O)Nc1ccc(NC(=O)C(C)Sc2nnc(-c3ccc4c(c3)OCO4)o2)cc1 (stereo not drawn),x,3,4,5,x,4,x,x,0
COc1ccc(CCC(C)NCc2cccc(Br)c2)cc1 (stereo not drawn),3,1,1,-2,2,5,-1,-2,5
O=c1cc(NCc2ccccc2)c2ccccc2o1,-1,6,4,1,-1,-1,0,-1,-1
CC(C)OCCCNC(=O)C(NC(=O)c1ccc(Cl)cc1)C(C)C (stereo not drawn),-5,16,1,0,-1,-4,-5,-10,-3

# Compound activity from PubChem.

# This is a subset (hit frequency here may not be typical).
